Runt-SMMHC FRET: inhibitors of RUNX1 Runt–CBFb-SMMHC binding, primary screen, biochemical, FRET, Cerulean-Runt, Venus-CBFb-SMMHC, uHTS; inhibition, % at 20 µM; AID 1434, 2008; actives 0.74% (n = 220,000); Runt-related transcription factor 1 (Homo sapiens) + Core-binding factor subunit beta …; Cerulean-Runt/Venus-CBFb-SMMHC FRET ratio 530/480, 1 h;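 active = mean inhibition across duplicate retests at 20 µM reaching about 50%, limit read from the data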;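 also: 0% = DMSO wells and 100% = wells with excess untagged CBFb-SMMHC; inhibitors lower the FRET ratio by blocking Runt binding to CBFb-SMMHC; some results filed as inactive read as strong as hits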
Runt-CBFb FRET: inhibitors of RUNX1 Runt–CBFb binding, primary screen, biochemical, FRET, Cerulean-Runt, Venus-CBFb, uHTS. Runt-related transcription factor 1 (Homo sapiens) + Core-binding factor subunit beta …. inhibition, % at 20 µM. Cerulean-Runt/Venus-CBFb FRET ratio 530/480, 1 h. AID 1496, 2009. actives 0.46% (n = 220,000);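 active = inhibition over about 50% at 20 µM in the single-dose screen, limit read from the data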;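 also: 0% = DMSO wells and 100% = excess unlabeled CBFb competitor control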
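Measured by: fluorescence energy transfer, 422 nm excitation, 530/480 nm emission; test system: Cerulean-tagged RUNX1 Runt domain (FRET donor) fusion protein; buffer or medium: Tris pH 7.5 buffer with BSA; compound: one dose, 20 µM compound, 1% DMSO; times: two 1 h room-temperature incubations shielded from light; benchmarks: unlabeled CBFb 5 µM, positive control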
p97 inhibitor: inhibitors of human p97 ATPase, primary screen, biochemical; Transitional endoplasmic reticulum ATPase (Homo sapiens), P55072; recombinant p97 ATPase, Kinase-Glo ATP luminescence, 3 h; inhibition, % at 8 µM; actives 0.42% (n = 220,000); AID 1481, 2009; in the data active = inhibition above about 15%;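 also: 0% = DMSO vehicle and 100% = wells lacking enzyme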
NPY-Y1 PAM-ag: NPY-Y1 receptor potentiators or agonists, primary screen, cell-based; Neuropeptide Y receptor type 1 (Homo sapiens), P25929; NPY-Y1 expressing cells, potentiator/agonist activation; activation, % at 3.6 µM; actives 0.37% (n = 220,000); in the data active = activation above about 33%, passing the limit was not always enough;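 also: cells stimulated with NPY at EC10 then isoproterenol at EC100; 0% = low agonist plus stimulus and 100% = saturating agonist plus stimulus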
Target sequence (P25929 whole entry, looked up): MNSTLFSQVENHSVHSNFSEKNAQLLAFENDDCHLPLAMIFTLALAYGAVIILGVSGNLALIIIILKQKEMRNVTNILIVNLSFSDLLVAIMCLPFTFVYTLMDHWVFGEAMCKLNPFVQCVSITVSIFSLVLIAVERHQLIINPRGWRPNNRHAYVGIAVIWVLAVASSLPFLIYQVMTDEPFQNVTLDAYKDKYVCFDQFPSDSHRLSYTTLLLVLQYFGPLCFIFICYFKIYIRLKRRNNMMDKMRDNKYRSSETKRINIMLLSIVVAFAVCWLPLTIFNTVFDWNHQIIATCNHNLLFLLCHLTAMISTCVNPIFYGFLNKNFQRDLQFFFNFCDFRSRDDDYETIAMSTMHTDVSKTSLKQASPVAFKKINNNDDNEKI
Mdm2 ligase inh: MDM2-luciferase reporter signal enhancers, primary screen, MDM2 E3 ligase inhibitor project, cell-based, luminescence, 1536-well; signal enhancement, % at 5 µM; AID 1230, 2008; E3 ubiquitin-protein ligase Mdm2 (Homo sapiens), Q00987; cell-based MDM2 ubiquitination luciferase reporter, 2 h; 0 = plate control, 100 = twice control, blank-subtracted; actives 0.11% (n = 210,000);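 active = signal enhancement of 30% or more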;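 also: luminescence tracks abundance of the self-degrading MDM2-luciferase fusion protein; higher signal means inhibition of MDM2 E3 ligase activity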
Target sequence (Q00987 whole entry, looked up, the tested form may be a part): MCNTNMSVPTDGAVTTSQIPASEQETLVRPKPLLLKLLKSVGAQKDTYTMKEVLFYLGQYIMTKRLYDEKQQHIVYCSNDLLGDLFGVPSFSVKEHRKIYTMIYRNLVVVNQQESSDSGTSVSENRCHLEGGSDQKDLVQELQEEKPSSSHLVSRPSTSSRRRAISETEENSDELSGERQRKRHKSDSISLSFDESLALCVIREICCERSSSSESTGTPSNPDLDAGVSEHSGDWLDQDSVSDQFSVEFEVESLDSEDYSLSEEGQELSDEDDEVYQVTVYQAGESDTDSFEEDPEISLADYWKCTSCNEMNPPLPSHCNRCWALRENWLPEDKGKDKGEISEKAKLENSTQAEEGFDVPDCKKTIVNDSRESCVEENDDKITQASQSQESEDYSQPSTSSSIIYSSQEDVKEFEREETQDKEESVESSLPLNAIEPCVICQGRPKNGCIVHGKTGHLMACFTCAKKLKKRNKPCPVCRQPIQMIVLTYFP
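Buffer or medium: Cells held in DMEM | Assay system: Stable mammalian line carrying autodegrading MDM2–luciferase fusion reporter | Quantity: 2000 cells/well | Times: 4 h settle plus 2 h compound, 37 °C | Doses: One concentration, 5 µM, with 0.2% DMSO | Technique: Luminescence with SteadyLite reagent, 15 min at room temperature | Benchmarks: Plate controls and plate blanks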
NPY-Y2 PAM-ag: NPY-Y2 potentiators or agonists, primary screen, cell-based. cells expressing NPY-Y2, potentiator/agonist read-out. AID 1359, 2008. activation, % at 3.6 µM. actives 0.45% (n = 220,000); in the data active = activation above about 27%;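 also: cells stimulated with NPY near EC25 plus isoproterenol at EC100; 0% = vehicle plus submaximal agonist and 100% = vehicle plus saturating agonist; some results beyond the cut were filed as inactive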
NPY Y1 blocker: NPY-Y1 receptor antagonists, primary screen, cell-based | Neuropeptide Y receptor type 1 (Homo sapiens), P25929 | HEK293-CNG Y1 cells, membrane potential fluorescence; NPY at EC95, then isoproterenol | inhibition, % at 3.6 µM | actives 1% (n = 200,000);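 active = inhibition above the campaign mean inhibition of all tested compounds plus 3 SD, cut at about 20% in these data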;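 also: 0% = DMSO wells given NPY plus isoproterenol and 100% = isoproterenol alone without NPY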
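Assay system: HEK293 Y1/CNG channel cell line; Doses: single compound dose of 3.6 µM, 0.4% DMSO; Timing: dye 3 h, compound 60 min room temperature, stimulation 45 min; Technique: Membrane-potential fluorescent dye readout; Measure: % inhibition of NPY effect.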
RBBP9 inh: human RBBP9 inhibitors, primary screen, biochemical, fluorescence polarization, FP-Rh probe, HTS | Serine hydrolase RBBP9 (Homo sapiens), O75884 | recombinant RBBP9 | inhibition, % at 7.94 µM | actives 0.2% (n = 220,000);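 active = inhibition above the campaign mean of all tested compounds plus 3 SD, cut at about 14% in these data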;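 also: plate controls were DMSO wells with RBBP9 for no effect and wells lacking RBBP9 protein for full effect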
Target sequence (O75884 whole entry, looked up): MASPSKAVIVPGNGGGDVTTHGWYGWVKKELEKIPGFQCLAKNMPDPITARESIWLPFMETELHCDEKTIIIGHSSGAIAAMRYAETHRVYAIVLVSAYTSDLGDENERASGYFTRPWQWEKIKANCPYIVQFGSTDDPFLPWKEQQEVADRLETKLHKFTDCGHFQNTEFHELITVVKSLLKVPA
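System: RBBP9 protein / Quantity: 2.5 µM RBBP9 dispensing solution, before mixing / Also added: Serine-hydrolase probe FP-Rh, 375 nM pre-mixing / Dosing: 7.94 µM single dose, 0.794% DMSO / Timing: enzyme-compound preincubation 30 min, then probe labeling 45 min, 25 °C / Signal: FP readout at 525/598 nm / Controls: DMSO-treated enzyme wells and wells lacking RBBP9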
Hck-Nef inh: inhibitors of Nef-activated human Hck kinase, primary screen, biochemical, Z-Lyte FRET, 384-well, Hck-YEEI; inhibition, % at 20 µM; AID 463187, 2010; actives 0.68% (n = 220,000); Recombinant Hck-YEEI plus Nef, Z-Lyte FRET kinase assay; Tyrosine-protein kinase HCK (Homo sapiens), P08631;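 active = Hck-Nef kinase inhibition above about 50%, limit read from the data; inactive = inhibition below that limit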;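 also: 0% = DMSO with Hck plus Nef and 100% = Hck alone without Nef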
Starred values were filed as active, the others as inactive; . = no result given.

Runt-SMMHC FRET	Runt-CBFb FRET	p97 inhibitor	NPY-Y1 PAM-ag	Mdm2 ligase inh	NPY-Y2 PAM-ag	NPY Y1 blocker	RBBP9 inh	Hck-Nef inh	Molecule
1	-1	-7	-8	-28	-6	3	-11	-9	O=C(CNC(=O)c1cccs1)c1ccc(F)cc1
-5	0	-2	0	-18	-10	-4	-2	-15	Cn1c(=O)c2c(ncn2Cc2ccc(Cl)cc2)n(C)c1=O
3	-1	0	-44	-10	-7	5	-3	0	COc1cc(NC(=O)c2ccccc2)c(OC)cc1NC(=O)CN1CCOCC1
14	8	3	-8	-19	-8	1	-6	-23	CCN(CC)c1ccc(NC(=O)COC(=O)c2ccc3ccccc3n2)cc1
1	-1	-3	-33	-4	-4	7	-3	0	CCOc1ccccc1CN1C(=O)NC(C)(c2ccccc2)C1=O (stereo unspecified)
1	-1	1	13	-6	-1	3	-8	2	CCn1c(-c2cccnc2Cl)nc2ccccc21
-4	-2	1	2	-8	8	-2	0	54*	CCN1CCCc2cc(CN(CCN3CCOCC3)C(=S)Nc3ccc(OC)cc3)ccc21
3	2	4	-2	-7	4	-3	2	1	CC(O)c1nc2ccccc2n1Cc1ccc([N+](=O)[O-])cc1 (stereo unspecified)
-9	-3	2	2	0	19	2	-6	7	CC1CC(C)CN(c2ccc([N+](=O)[O-])nc2)C1 (stereo unspecified)
5	0	-2	-8	-8	1	2	-5	1	Cc1c(C(=O)NCc2ccc3c(c2)OCO3)oc2ccc(S(=O)(=O)N3CCC(C)CC3)cc12
-4	2	1	17	-9	-5	-6	-10	-5	O=C(CN(c1ccccc1F)S(=O)(=O)c1ccccc1)Nc1ccccc1C(=O)N1CCOCC1
8	-1	-1	-10	-4	6	-2	-9	1	CCOC(=O)N1CCN(C(=O)C(CC)n2nc(C)c3sc4ccccc4c3c2=O)CC1 (stereo unspecified)

Next section (2 carried over from the part before).
Runt-SMMHC FRET	Runt-CBFb FRET	p97 inhibitor	NPY-Y1 PAM-ag	Mdm2 ligase inh	NPY-Y2 PAM-ag	NPY Y1 blocker	RBBP9 inh	Hck-Nef inh	Molecule
-4	2	1	17	-9	-5	-6	-10	-5	O=C(CN(c1ccccc1F)S(=O)(=O)c1ccccc1)Nc1ccccc1C(=O)N1CCOCC1
8	-1	-1	-10	-4	6	-2	-9	1	CCOC(=O)N1CCN(C(=O)C(CC)n2nc(C)c3sc4ccccc4c3c2=O)CC1 (stereo unspecified)
2	0	7	-9	-5	-7	2	-5	20	CC(c1ccccc1)C(Cc1nc2ccccc2[nH]1)c1nc2ccccc2[nH]1 (stereo unspecified)
-20	-11	-7	-21	-9	5	2	-11	-4	CN(C)C=Nc1c(C(=O)c2ccccc2)sc2nccc(N(C)C)c12
2	0	-4	-13	-9	9	-4	1	0	Cc1nc2ccc(NC(=O)C(F)(F)F)cc2o1
3	-2	-3	9	-49	-6	1	-13	-3	C=CCNC(=O)COc1ccccc1C#N
-7	2	-5	-16	-22	9	2	-4	-1	CC(=O)c1ccc(OCC(O)CN2CCN(Cc3ccccc3)CC2)cc1 (stereo unspecified)
2	-1	-5	-11	-15	-3	-1	-7	2	C=C(C)c1cccc(C(C)(C)NC(=O)NCCCn2ccnc2)c1
0	1	4	-15	-13	-7	-3	-8	7	CCCOc1ccccc1-c1nc(SCCC(=O)O)n[nH]1
4	1	3	-4	-4	-22	2	-6	24	COCCNC(=O)C(c1ccc(C)o1)N(C(=O)c1snc(C(N)=O)c1N)c1cccc(C)c1 (stereo unspecified)
1	0	2	-11	15	13	-1	-3	1	COc1ccc(C(=O)O)cc1S(=O)(=O)NCCCN1CCCC1=O
-6	-5	-5	-11	-11	-11	4	-10	0	c1ccc2c(c1)oc1c(Nc3ccc4c(c3)OCO4)ncnc12
-3	4	0	-5	-11	-15	5	-11	-1	Cc1c(Cl)cccc1NC(=O)c1cc(-c2ccccc2O)n[nH]1
-5	0	10	8	.	14	1	2	-4	NCCCC(=O)O
0	0	2	0	-16	-7	.	-5	10	CC(C)(C)C(=O)N(Cc1ccc(Cl)cc1)Cc1cccnc1
2	-1	3	8	-4	3	0	-6	4	COc1cccc(/C=N/NC(=O)CCCC(=O)Nc2ccc(Br)cc2)c1
21	22	1	-7	3	-10	-5	-4	0	O=C(c1cc(-c2ccco2)nn1-c1cccc(Cl)c1)N1CCCCC1
-5	0	6	-15	-2	-6	.	0	1	Cc1nc2ccccc2c(=O)n1/N=C/c1ccccc1O
5	2	0	-10	-4	-16	2	1	2	O=C(Cc1ccc(Cl)cc1)Oc1cccc2cccnc12
4	.	0	12	-9	1	8	1	1	COc1cc(/C=N/NC(=O)CNC(=O)c2ccc3c(c2)OCCO3)ccc1O
-6	2	6	20	1	-2	.	-7	19	CCOC(=O)CCCc1ccc(/C(C)=N/NC(N)=S)cc1
-1	-2	-4	11	-11	5	.	-3	-4	Cn1nc(-c2ccc(S(N)(=O)=O)s2)cc1C(F)(F)F
1	1	25*	10	-4	21	-2	9	-3	NC1=NC2(CCCCC2)N(c2cccc(Cl)c2)C(N)=N1
2	3	-6	-13	-15	7	2	-3	2	COCC(=O)N/N=C(\C)CC(=O)Nc1ccccc1C(N)=O
0	-4	-5	-12	-22	1	5	-7	0	Cc1noc(NS(=O)(=O)c2ccc(NC(=O)C34CC5CC(C3)CC(n3cnc(Cl)n3)(C5)C4)cc2)c1C
4	-1	2	0	18	1	4	-1	14	CC(=O)c1nnn(-c2ccc([N+](=O)[O-])cc2C)c1C
-3	0	0	-24	19	-19	1	-13	-2	Cc1cc(C)cc(NC(=O)CN2CCN(c3ncccn3)CC2)c1
-1	2	0	-2	3	-3	8	-5	5	O=C(O)C1C2C=CC(O2)C1C(=O)Nc1ccc2c(c1)OCCO2 (stereo unspecified)
1	0	4	15	-11	3	-1	6	-2	O=C(CN1CCN(C(=O)N2CCCCC2)CC1)Nc1ccc(F)cc1
-6	-3	9	-27	.	-6	-3	-5	-2	COC(=O)[C@H](Cc1ccccc1)NC(=O)O[C@@H]1C(=O)c2cc(OC)ccc2O[C@H]1c1ccc(OC)c(Br)c1
2	-4	-10	13	-9	-14	-7	-11	-1	COCC(=O)NCCc1ccc(S(N)(=O)=O)cc1
1	-1	4	4	-2	7	3	-6	0	O=C(Cn1ccc(C(F)(F)F)n1)N/N=C/c1ccc2c(c1)OCO2
-8	-6	0	9	.	-22	.	-3	14	CC(=O)N(CCC1(c2ccc(C)cc2)CCOC(C(C)C)C1)Cc1ccco1 (stereo unspecified)
-1	-2	-1	-18	-3	-7	5	-9	8	CN1C(=O)NC2(O)C(=O)c3ccccc3C12O (stereo unspecified)
1	3	0	-16	-10	-18	5	-3	26	Cc1cccc(NC(=O)C(=O)NCCc2c[nH]c3ccccc23)c1C
-13	2	2	-9	-2	0	-2	2	3	COC(=O)C1=C(O)/C(=C\c2ccc(CNS(=O)(=O)c3ccccc3)o2)N=C1C
-3	-1	5	11	-3	7	-2	-3	-6	Cc1cc(C(=O)C(=O)N(C)C)c(C)n1-c1ccc(Cl)cc1
1	-4	-4	10	-3	-9	-2	-5	-1	CCOc1cc(CNC2CCCC2)cc(Cl)c1OCc1ccccc1
4	-3	4	7	-8	9	-1	3	3	Cc1ccc2c(c1)N(CCC(=O)NCCN1CCOCC1)C(=O)CO2
29	7	6	15	-4	9	1	1	9	CCOc1ccc(S(=O)(=O)Nc2ccc(O)c(Sc3ncn[nH]3)c2)cc1
-3	-9	-5	-17	-5	-16	7	-2	-1	CCOC(=O)C1CCN(C(=O)c2cc3c(-c4ccc(OC)c(OC)c4)nn(C)c3s2)CC1
.	.	1	-21	.	-33	22*	-8	1	O=C(CCCOc1ccccc1)Nc1ccc(Br)cc1
0	-2	4	-23	-5	-9	34*	-1	5	CC1CC(C)CN(CCOc2ccccc2-c2ccccc2)C1 (stereo unspecified)
14	11	4	-3	22	4	-10	-3	0	CCSC1(SCC)N=C(N)C2(C#N)C(c3ccc(F)cc3)C12C#N (stereo unspecified)
-5	-5	0	21	-16	-11	4	-3	1	COc1ccc(-c2cc(C(F)F)nc(-n3nc(C)cc3C)n2)cc1
4	-3	-7	-5	-1	-3	4	-5	3	Cc1ccccc1Nc1nc(N)nc(COC(=O)C2CCCCC2)n1
-3	2	-7	-21	-49	-1	2	0	0	COc1ccc(CCNc2ccc(C)cc2)cc1
3	2	3	23	.	22	-1	-1	15	Clc1ccc2c(c1)-c1nnc(Br)n1-c1ccccc1S2
-15	-2	-2	-4	.	1	2	-1	19	COc1ccc(/C=C2/C(=O)N(c3nc4ccccc4s3)N=C2CSc2ccc(Cl)cc2)cc1
0	2	-5	18	11	-4	1	-1	0	O=C(CSc1nc2cc(Cl)ccc2o1)N1CCOCC1
-8	0	4	-7	-8	-15	.	-9	49	C(=C\N1CCCCCC1)/c1nnnn1-c1ccc(-c2ccccc2)cc1
0	-1	0	4	2	8	-1	-6	-2	O=C(Nc1nccs1)c1ccc(Br)o1
-7	-5	.	.	-3	.	.	.	18	NC(=O)CC(NC(=O)Cc1ccc(Br)cc1)c1ccc(NCc2cc(F)ccc2F)c([N+](=O)[O-])c1 (stereo unspecified)
2	-2	7	-9	-14	6	-4	-3	1	Cc1ccc(NC(=O)COC(=O)c2ccc(OCc3c(C)noc3C)cc2)cc1S(=O)(=O)N1CCOCC1
